BLM helicase inh: qHTS Assay for Inhibitors of Bloom's syndrome helicase (BLM); Potency, µM (series often up to 56.1 µM), inactives show top-dose activity change, negative = inhibition, actives largely listed as inhibitors; recombinant BLM DNA unwinding, fluorescence dequenching; RecQ-like DNA helicase BLM (Homo sapiens), P54132; hit rate 0.2% among 350,000;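 further: potency means the concentration at half of the fitted maximal effect; plate controls were vehicle for no effect and no enzyme for full effect; nearly all actives have a fitted effect of over 35% in size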
POLH inh: qHTS for Inhibitors of Polymerase Eta; DNA polymerase eta (Homo sapiens), Q9Y253; recombinant Pol eta, fluorescent DNA replication assay; Potency, µM (titrated, usually from 114 µM), for the others: top-dose activity change, negative = inhibition, most hits filed as inhibitors; hit rate 1.2% among 390,000; further: potency means the concentration at half of the fitted maximal effect; on the % scale 0 is the no-effect control and ±100 the full control effect
Target sequence (Q9Y253 whole entry, looked up): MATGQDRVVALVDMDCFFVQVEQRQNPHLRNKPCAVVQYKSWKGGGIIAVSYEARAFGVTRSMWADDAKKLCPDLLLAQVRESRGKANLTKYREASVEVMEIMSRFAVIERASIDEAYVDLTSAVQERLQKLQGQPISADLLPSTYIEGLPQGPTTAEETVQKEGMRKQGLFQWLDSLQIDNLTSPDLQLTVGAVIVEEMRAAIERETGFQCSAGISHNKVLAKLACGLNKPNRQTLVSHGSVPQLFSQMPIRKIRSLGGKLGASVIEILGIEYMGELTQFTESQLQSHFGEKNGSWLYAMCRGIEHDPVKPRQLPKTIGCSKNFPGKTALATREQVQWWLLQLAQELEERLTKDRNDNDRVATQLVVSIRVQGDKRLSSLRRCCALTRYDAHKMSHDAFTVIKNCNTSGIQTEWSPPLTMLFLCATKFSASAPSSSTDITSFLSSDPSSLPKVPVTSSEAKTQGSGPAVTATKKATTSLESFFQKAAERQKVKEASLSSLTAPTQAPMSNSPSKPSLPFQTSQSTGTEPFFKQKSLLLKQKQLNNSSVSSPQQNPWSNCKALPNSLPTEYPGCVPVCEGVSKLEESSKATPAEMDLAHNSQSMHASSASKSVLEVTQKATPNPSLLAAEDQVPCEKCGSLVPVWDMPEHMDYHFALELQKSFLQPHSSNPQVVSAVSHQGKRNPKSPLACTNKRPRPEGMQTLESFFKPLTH
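Fluorescent replication assay: 50 nM final substrate added after a 15 min room-temperature compound preincubation with 10 nM enzyme. Signal taken at 0 min and again at 10 min.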
POLK inh: qHTS for Inhibitors of Polymerase Kappa; hit rate 0.53% among 400,000; Potency, µM (series often up to 107 µM), without a hit: at the highest dose activity, negative = inhibition, actives largely listed as inhibitors; DNA polymerase kappa (Homo sapiens), Q9UBT6; AID 588579, 2011; purified Pol kappa, fluorescent DNA synthesis assay, 10 min; further: potency means the concentration at half of the fitted maximal effect; on the % scale 0 is the no-effect control and ±100 the full control effect
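Inhibition of 10 nM Pol kappa is measured by a fluorescent read-out at 0 and 10 min following addition of 50 nM substrate (final), with a 15-min room-temperature compound preincubation.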
Pol beta inh: qHTS Assay for Inhibitors of DNA Polymerase Beta | hit rate 1.3% among 340,000 | P06746 | Pol beta primer extension/strand displacement, fluorescence kinetic | AID 485314, 2010 | Potency, µM (top dose mostly 114 µM), inactives show top-dose activity change, negative = inhibition, actives largely listed as inhibitors; further: potency means the concentration at half of the fitted maximal effect; on the % scale 0 is the no-effect control and ±100 the full control effect
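Curves were derived by four-parameter Hill fits of normalized qHTS data. The kinetic fluorescent primer-extension read was taken at 0 and 10 min after 50 nM substrate, following a 15 min room-temperature preincubation of 10 nM enzyme with compounds.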
POLI inh: qHTS for Inhibitors of Polymerase Iota; DNA polymerase iota (Homo sapiens), Q9UNA4; Pol iota fluorescent replication assay, 10 min; hit rate 1% among 390,000; Potency, µM (titrated, usually from 115 µM), without a hit: at the highest dose activity, negative = inhibition, most hits filed as inhibitors; further: potency means the concentration at half of the fitted maximal effect
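Fluorescent replication assay read twice, at 0 min and 10 min after adding 50 nM (final) substrate. Enzyme (10 nM) and compounds were first incubated 15 min at room temperature; enzyme-free buffer wells were negative controls.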
LDHA inh: qHTS assay for inhibitors of human lactate dehydrogenase | L-lactate dehydrogenase A chain (Homo sapiens), P00338 | activity change, % (values are at about 110 or 230 µM) | hit rate 0.15% among 480,000 | AID 1347041, 2019 | purified LDHA, NADH/diaphorase-resazurin fluorescence; stronger effect = lower value; in the data active means activity change below about -30%; inconclusive means mostly about -25% to -30%;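 further: plate controls were DMSO wells for no effect and wells without enzyme for full effect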
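Human LDH5 at 2 nM final in Tris HCl pH 7.4 with 0.06 mM NADH and 0.2 mM pyruvate, reacted 5 minutes at room temperature. Remaining NADH coupled via diaphorase/resazurin; resorufin fluorescence read at 0 and 20 minutes, normalized to enzyme-free and DMSO wells.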
GRP78 ERSR act: qHTS for Inducers of the Endoplasmic Reticulum Stress Response (ERSR) in Human Glioma: qHTS. U87-MG GRP78 promoter luciferase reporter, 16 h. AID 602332, 2012. Potency, µM, for inactives: at the top dose activation, most hits filed as activators. hit rate 0.02% among 420,000; further: potency means the concentration at half of the fitted maximal effect; series mostly up to about 76 µM; % of control where 0% means no effect; nearly all actives have a fitted effect of over 35% in size
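Stably transfected U87-MG glioma cells carrying a GRP78-based luciferase sensor; 16 h compound incubation. Luminescence end-point read 10 min after Bright-Glo addition at room temperature.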
APE1 inh: qHTS Assay for Inhibitors of the Human Apurinic/apyrimidinic Endonuclease 1 (APE1) | DNA repair nuclease/redox regulator APEX1 (Homo sapiens), P27695 | Potency, µM (series often up to 65.8 µM), without a hit: at the top dose activity change, negative = inhibition, usual class: inhibitors | hit rate 0.35% among 350,000 | AID 2517, 2012 | recombinant APE1, TAMRA/BHQ-2 abasic DNA cleavage fluorescence;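 further: potency means the concentration at half of the fitted maximal effect; plate controls were vehicle for no effect and reference inhibitor for full effect; nearly all actives have a fitted effect of over 55% in size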
Target sequence (P27695 whole entry, looked up): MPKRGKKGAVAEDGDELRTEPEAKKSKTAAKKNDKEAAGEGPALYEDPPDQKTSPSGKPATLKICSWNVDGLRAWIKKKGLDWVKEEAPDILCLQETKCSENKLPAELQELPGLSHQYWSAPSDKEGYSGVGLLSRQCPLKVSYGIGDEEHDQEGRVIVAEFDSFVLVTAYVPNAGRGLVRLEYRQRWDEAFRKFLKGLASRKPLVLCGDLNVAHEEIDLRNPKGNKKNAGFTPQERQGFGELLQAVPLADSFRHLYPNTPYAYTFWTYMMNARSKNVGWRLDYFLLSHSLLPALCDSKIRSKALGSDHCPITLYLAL
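0.75 nM APE1 + cpd, 15 min RT; start w/ 50 nM TAMRA/BHQ-2 THF-abasic dsDNA; kinetic fluor 525/598 nm ×3 reads @60 s; Δ(read3−read1); normalized to DMSO and NSC13755 control wells.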
Anesthetic bind: qHTS Assay for Identification of Novel General Anesthetics. apoferritin/1-aminoanthracene competitive binding, fluorescence. Potency, µM (highest dose often 77.5 µM), without a hit: at the top dose activity change, negative = displacement, usual class: inhibitors. hit rate 0.074% among 350,000. AID 485281, 2010; further: potency means the concentration at half of the fitted maximal effect; on the % scale 0 is the no-effect control and ±100 the full control effect; nearly all actives have a fitted effect of over 20% in size
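Probe: 1-aminoanthracene (50% saturated, PBS). Protein: horse-spleen apoferritin, 10 uM. Incubation: 10 min, room temperature. Detection: 380 nm excitation, 535 nm emission. Analysis: normalized response, four-parameter Hill.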
Active calls of the source: *; ? = inconclusive; · = no result given; & = joins results of further samples; [ ] = another dose, or the depositor's remark. Unless noted, the call rests on the fitted dose curve; in most records, active means well fitted curve in the direction sought with a large enough effect; inconclusive means small, poorly fitted or top-dose-only effect, or another doubt; inactive means no such curve, though single readings can be large; an effect the other way counts as inactive or inconclusive. Some of the compounds tested. The share of hits here may be higher or lower than overall.

SMILES | BLM helicase inh | POLH inh | POLK inh | Pol beta inh | POLI inh | LDHA inh | GRP78 ERSR act | APE1 inh | Anesthetic bind
C=CC(=O)Nc1sc2c(c1C(N)=O)CCCC2 | · | -3% | 4% | · | ? | -1 | -9% | 18% | ·
CC(/C=N/NC(=O)c1ccccn1)=C\c1ccco1 | -4% | -1% | -2% | 6% | ? | 4 | -1% | -4% | 0%
CC1CCN(Cc2nnnn2CCCC(=O)N(C)C(C)c2ccccn2)CC1 (stereo unspecified) | 0% | 7% | -24% | 11% | 12% | -1 | 11% | 60%[activator] | -6%
CCCOc1ccc(C(O)(CCC)CCN2CCCCC2)cc1 (stereo unspecified) | -13% | 3% | -2% | 4% | -4% | -7 | -1% | 5% | -7%
O=C(C1COc2ccccc2O1)N(Cc1cccnc1)c1nc2c(Cl)cccc2s1 (stereo unspecified) | -2% | 5% | -9%[60.1 µM] | -3% | 24% | 6&-9 | -3% | · | -16%
Cc1cccn2c(=O)c3cc(C(=O)NCc4ccc(F)cc4)c(=N)n(CCCN4CCOCC4)c3nc12 | · | -8% | -4% | · | 37%[activator] | -4 | -4% | · | ·
COc1ccc(-c2[nH]ncc2CNCCn2cccn2)c(F)c1 | 1% | -9% | 12% | 11% | -6% | -2 | -5% | 20% | 1%
CCOC(=O)c1ccccc1NC(=O)Cc1c(C(=O)O)n(C)c2ccccc12 | -2% | -8% | 8% | 12% | 28% | -4 | 0% | -5% | 3%
CCOP(=O)(OCC)c1nc(-c2ccc(F)cc2)oc1NCc1ccccc1 | -13% | -24% | -4% | -26% | -25% | 0 | -4% | -5% | -20%
CC(C)(C)c1cc(C(=O)CCN2CCOCC2)cc(C(C)(C)C)c1O | -7% | -1% | -17% | -27% | 90%[activator] | 0 | -9% | -5% | -8%
CCOc1cc(C)c(Cl)cc1S(=O)(=O)N(C)C | 0% | -6% | -17% | -1% | 0% | -1 | -2% | -6% | -5%
Cc1ccc(C)c(OCCC(=O)Nc2cccc(S(=O)(=O)N3CCCCC3)c2)c1 | · | -28% | -22% | · | 13% | -1 | -4% | -10% | ·
CCOCCn1ccc2c(OCC(=O)Nc3ccc(OC)c(OC)c3)cccc2c1=O | · | -7% | 1% | · | -14% | -6 | -3% | 7% | ·
CCc1nc2ccccc2n1CC(O)COCC1CC=CCC1 (stereo unspecified) | 0% | -22% | -21% | 86% | 25% | -8 | -1% | 0% | -8%
COC(=O)Nc1nnc(Cc2ccccc2)s1 | 1% | -15% | -10% | ? | 22% | -16 | -1% | 1% | 0%
O=C(COc1ccccc1Cl)Nc1ccc2nc(SCC(=O)N3CCOCC3)sc2c1 | -1% | -11% | -6% | 40% | 8% | -15 | -3% | · | 2%
CCc1ccc(N2CC(C(=O)N/N=C/c3ccccc3OC)CC2=O)cc1 (stereo unspecified) | -3% | -21% | -28% | 8% | 27% | 2 | 0% | 5% | ?
Cc1cc(C)c(C#N)c(SCc2ccc3c(c2)OCO3)n1 | -9% | -14% | -3% | -22% | -5% | -6 | -2% | -1% | -8%
Cc1ccccc1-c1ccc2ncnc(N3CCNCC3)c2c1 | -6% | · | 2%[60.1 µM] | · | · | · | -2% | ? | ·
COC(=O)c1ccn(CSc2c(F)c(F)cc(F)c2F)n1 | · | -10% | -11% | · | ? | -2 | -2% | 0% | ·
CCCCNc1cc(Cl)nc(N)n1 | -2% | -17% | -5% | -16% | 35%[activator] | 1 | -1% | 0% | -16%
CCCCCCOc1ccc(N2C(=O)CC(NCCc3ccc(S(N)(=O)=O)cc3)C2=O)cc1 (stereo unspecified) | 0% | -9% | -4% | -13% | 32%[activator] | -7 | -3% | 1% | ?
CN(CC(=O)Nc1ccccc1Br)C(=O)CCc1ccccc1 | -2% | -7% | 4% | 20% | 45%[activator] | -10 | -2% | 17% | -6%
Fc1ccc(-n2c(-c3ccco3)nc3nc4ccccc4nc32)cc1 | 3% | -8% | -6% | 1% | 18% | -3 | 4% | -1% | 1%
Cc1ccc(-n2nnc3c(SCC(=O)NCc4ccco4)ncnc32)cc1 | 4% | ? | -2% | -1% | -4% | 1 | -7% | 15% | -13%
O=C(C1CC(c2ccc(F)cc2)=NO1)N1CCN(c2ccccc2)CC1 (stereo unspecified) | 1% | -10% | 4% | 26% | 5% | 0 | -2% | 2% | -8%
Cc1cc(=O)oc2cc(OC(=O)CCCCCN3C(=O)c4ccccc4C3=O)ccc12 | 2% | -8% | 3% | 4% | -12% | -1 | -2% | -5% | 64%[activator]
COc1ccc(NC(=O)Nc2cccc3c2O[C@H](CN(C)S(=O)(=O)c2ccc(OC)cc2)[C@@H](C)CN([C@H](C)CO)C3=O)cc1 | · | -13% | 5% | · | 28% | 0 | 0% | -4% | ·
CSCCC(C(=O)OCC(=O)c1ccc(C)c(C)c1)N1C(=O)c2cc(Cl)c(Cl)cc2C1=O (stereo unspecified) | -4% | 7% | -3% | 7% | 4% | -8 | -4% | 2% | -20%
CC(C)(C)[C@@H]1COC(=O)[C@@H](Cc2ccc(F)cc2)CC/C=C\C[C@@H](CC(=O)N(CCO)Cc2ccccc2)C(=O)N1 | · | -28% | 4% | · | -16% | -1 | -2% | 5% | ·
COc1ccccc1NC(=O)C(C)NS(=O)(=O)c1ccc(Cl)cc1 (stereo unspecified) | -1% | -11% | -16% | -1% | 13% | 2 | -9% | 1% | -13%
CCOC(=O)c1ccc(NC(=O)c2ncn(-c3ccccc3)n2)cc1 | -4% | -14% | -21% | -3% | 22% | 3 | -1% | · | 0%
Cc1ccc(OCC(=O)NNc2c3ccccc3nc3ccccc23)cc1 | -24% | ? | ? | ? | ? | -12 | -3% | 0% | ?
COC(=O)c1sccc1NN1C(=O)c2ccccc2C1=O | -8% | -13% | -2% | 5% | 123%[activator] | -6 | -2% | 0% | -8%
CCCCCCCC(=O)Nc1cc(C(=O)NCCC)ccc1N1CCC2(CC1)CC(c1cccc(Br)c1)=NO2 | · | -14% | -15% | · | -19% | -3 | 0% | 0% | ·
CC1(C)CC(=O)c2cc(C#N)c(=O)n(-c3ccc(Cl)cc3)c2C1 | -1% | 8% | 2% | 17% | -2% | -1 | 1% | · | -2%

3 compounds drawn at random from those above:
SMILES | BLM helicase inh | POLH inh | POLK inh | Pol beta inh | POLI inh | LDHA inh | GRP78 ERSR act | APE1 inh | Anesthetic bind
CCOC(=O)c1ccc(NC(=O)c2ncn(-c3ccccc3)n2)cc1 | -4% | -14% | -21% | -3% | 22% | 3 | -1% | · | 0%
O=C(C1CC(c2ccc(F)cc2)=NO1)N1CCN(c2ccccc2)CC1 (stereo unspecified) | 1% | -10% | 4% | 26% | 5% | 0 | -2% | 2% | -8%
CC1(C)CC(=O)c2cc(C#N)c(=O)n(-c3ccc(Cl)cc3)c2C1 | -1% | 8% | 2% | 17% | -2% | -1 | 1% | · | -2%

Next section:
SMILES | BLM helicase inh | POLH inh | POLK inh | Pol beta inh | POLI inh | LDHA inh | GRP78 ERSR act | APE1 inh | Anesthetic bind
O=S(=O)(Nc1ncnc2sc3c(c12)CCC3)c1ccc(Cl)s1 | -9% | 35µM* | 0% | -2% | ? | -3 | -7% | 7% | -4%
O=C(C1CC1)n1cc(C(=S)N2CCOCC2)c2ccccc21 | -4% | -7% | 7% | 18% | -5% | -2 | -1% | 2% | -11%
O=C(NCc1ccccc1)c1onc(CSc2nc3ccccc3[nH]2)c1C(=O)NCc1ccccc1 | -10% | -14% | -7% | 37% | ? | 0 | -2% | -13% | -13%
Cc1csc(=O)n1CCC(=O)OCC(=O)Nc1ccc(S(N)(=O)=O)cc1 | · | -16% | -1% | · | 3% | -2 | -3% | 45% | ·
O=C(NC1CCCN(Cc2ccc(Cl)cc2)C1)c1ccnc(Cl)c1 (stereo unspecified) | 2% | -8% | 3% | -2% | 43%[activator] | 0 | -1% | -13% | -19%
O=C(Nc1cccnc1)NC1CCCCC1 | -5% | -2% | 10% | ? | 14% | -1 | -2% | -3% | -7%
O=C(O)c1ccc2c(c1)C(=O)N(C(Cc1ccc(O)cc1)C(=O)O)C2=O (stereo unspecified) | 1% | -10% | -3% | 5% | 10% | -8 | 1% | -1% | -6%
c1ccc(-n2c(SCC3CCCCO3)nnc2-c2cnccn2)cc1 (stereo unspecified) | -7% | -3% | -3% | 2% | -3% | -3 | -7% | 1% | -19%
Cc1ccc(S(=O)(=O)CC(c2ccccc2)N2CCCCC2)cc1 (stereo unspecified) | -1% | 7% | 0% | 24% | 24% | -13 | -4% | 0% | -13%
Nc1nc(CCl)nc(Nc2ccc3ccccc3c2)n1 | 1% | -19% | -4% | 1% | -24%[58.9 µM] | 6 | ? | -2% | ?
CCCc1nc(SCC(=O)NNC(=O)c2ccc(OC)cc2)c2ccccc2n1 | -5% | 35%[activator] | -1% | 2% | ? | -8 | -4% | 12% | -17%
CCOc1ccccc1NC(=O)CN(C)S(=O)(=O)c1ccc(OC)c(C)c1 | -9% | -20% | -13% | 1% | 44%[activator] | -3 | -4% | 3% | -5%
Cc1cccc(C)c1NC(=S)N(c1ccccc1)C(C)C | 0% | -22% | -2%[60.1 µM] | 9% | 32%[activator] | -14 | -5% | 3% | -3%
Cc1cc(C)nc(/N=C(\N)C2=C(O)CC(C)(C)CC2=O)n1 | -3% | -15% | -2% | 2% | 20% | -2 | -4% | -1% | -23%
CC1(C)CC(=O)C=C(NCc2ccc(Cl)c(Cl)c2)C1 | 1% | -12% | 8% | 34% | 10% | -1 | -2% | 12% | -7%

High-throughput results as filed in PubChem BioAssay.
